Rin1-Abl PPI inh: human Rin1-Abl interaction inhibition; P00519+Q13671; TR-FRET Rin1/Abl binding, biochemical; inhibition, % at 7.35 µM; hit rate 0.4% among 360,000; in the data active = inhibition above about 5%, passing the limit was not always enough
bovine MsrA act: activates bovine MsrA enzyme | purified bovine MsrA, absorbance read-out | activation, % at 10.6 µM | AID 602163 | hit rate 0.3% among 360,000; in the data active = activation above about 7.5%;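 note: 0% = vehicle and 100% = reference activator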
E coli Lon inh: inhibits E. coli Lon protease | P0A9M0 | purified E. coli Lon protease, fluorescence polarization | inhibition, % at 7.94 µM | hit rate 0.42% among 360,000; in the data active = inhibition above about 13%, passing the limit was not always enough;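 note: 0% = enzyme with probe and DMSO and 100% = no enzyme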
TbMetRS inhib: blocks T. brucei methionyl-tRNA synthetase activity; purified T. brucei MetRS, ATP depletion, Kinase-Glo luminescence; inhibition, % at 11.9 µM; hit rate 0.4% among 360,000;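 active = inhibition above a per-plate cutoff of the control wells' mean inhibition plus 3 SD, cut at about 5.5% in these data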;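 note: 0% = DMSO wells median and 100% = median of wells with control inhibitor compound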
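Material: parasite MetRS enzyme / Replication: singlicate, one well per compound / Signal: luminescence of leftover ATP / Schedule: 2 h aminoacylation at 25 °C after 15 min preincubation / Medium: HEPES-MgCl2-KCl buffer plus DTT, spermine, BSA, pyrophosphatase / Doses: 11.9 µM single point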
MsrA inhibitor: bovine MsrA inhibition | purified bovine MsrA, absorbance read-out | inhibition, % at 15.5 µM | hit rate 0.75% among 360,000 | AID 651718; in the data active = inhibition above about 4.5%;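 note: 0% = vehicle wells with enzyme and 100% = reference inhibitor wells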
CSN deneddyl inh: blocks human CSN-mediated cullin deneddylation | Q92905 | Purified CSN, SCF-Nedd8-OG deneddylation, fluorescence polarization | inhibition, % at 12.5 µM | hit rate 0.38% among 360,000 | AID 651999;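 active = pattern-corrected inhibition above about 35%, with an unprinted fluorescence ratio check between 0.5 and 1.5, limit read from the data, passing the limit was not always enough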;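 note: 0% = enzyme with substrate and 100% = substrate without enzyme; some results filed as inactive read as strong as hits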
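Detection – fluorescence polarization · System – HEK293T-derived human Csn5 enzyme · Controls – substrate-only high control, full reaction low control · Timing – 90 min, room temperature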
FAS-TE inh: blocks the thioesterase domain of human fatty acid synthase | P49327 | inhibition, % at 15 µM | hit rate 0.67% among 360,000 | recombinant FAS-TE, OMFH fluorogenic substrate, fluorescence endpoint;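 active = compounds whose normalised, plate-corrected inhibition of enzyme fluorescence in the single-dose primary screen is 50% or more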;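 note: 0% = DMSO with enzyme and 100% = substrate without enzyme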
Neddyl block: blocks human cullin neddylation. P61081+Q13564. TR-FRET cullin neddylation, biochemical. calls only at 25 µM. hit rate 0.58% among 360,000; in the data active = inhibition above about 36%
Target sequence (P61081 whole entry, looked up): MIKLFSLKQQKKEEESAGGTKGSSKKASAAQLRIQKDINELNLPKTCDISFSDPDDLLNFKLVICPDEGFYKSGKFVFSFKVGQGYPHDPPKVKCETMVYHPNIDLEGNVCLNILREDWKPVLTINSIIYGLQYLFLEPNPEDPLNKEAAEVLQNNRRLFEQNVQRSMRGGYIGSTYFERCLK
Target sequence (Q13564 whole entry, looked up): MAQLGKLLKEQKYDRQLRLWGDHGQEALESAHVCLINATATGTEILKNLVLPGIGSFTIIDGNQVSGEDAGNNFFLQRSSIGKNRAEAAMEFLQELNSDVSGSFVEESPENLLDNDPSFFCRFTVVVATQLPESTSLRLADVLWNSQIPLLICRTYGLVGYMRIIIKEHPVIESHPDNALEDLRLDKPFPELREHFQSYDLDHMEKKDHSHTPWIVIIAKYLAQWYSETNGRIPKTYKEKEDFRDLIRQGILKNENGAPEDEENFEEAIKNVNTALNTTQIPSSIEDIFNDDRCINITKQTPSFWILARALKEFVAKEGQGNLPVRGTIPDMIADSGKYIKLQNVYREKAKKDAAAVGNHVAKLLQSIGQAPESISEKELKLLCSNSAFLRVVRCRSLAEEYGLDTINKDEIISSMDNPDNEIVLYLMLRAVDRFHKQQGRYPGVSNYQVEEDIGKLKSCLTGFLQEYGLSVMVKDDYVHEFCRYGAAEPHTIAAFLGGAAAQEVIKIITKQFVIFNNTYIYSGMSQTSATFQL
MLLE-PAM2 inh: inhibitors of microRNA-mediated deadenylation, human PABP1 MLLE binding; GST-MLLE / FITC-PAM2 fluorescence polarization; hit rate 0.36% among 360,000; inhibition, % at 20 µM; P11940; AID 588489; in the data active = inhibition above about 35%, passing the limit was not always enough;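 note: plate controls were DMSO wells with GST-MLLE for no effect and wells lacking GST-MLLE protein for full effect; some results filed as inactive read as strong as hits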
Active calls of the source: *; i = inactive; . = not tested or not shown; + = active, no number.

SMILES	Rin1-Abl PPI inh	bovine MsrA act	E coli Lon inh	TbMetRS inhib	MsrA inhibitor	CSN deneddyl inh	FAS-TE inh	Neddyl block	MLLE-PAM2 inh
CCOc1ccc(C2CC(c3ccccc3C)n3ncnc3N2)cc1 (stereo not drawn)	-1	-2	-11	-0.1	0.1	7	1	i	-16
CC1CCN(CCNC(=O)CN(C)S(=O)(=O)c2cccc3nsnc23)CC1	-2	-8	11	-0.7	-0.5	0	-10	i	6
CCc1ccc(C(=O)N/N=C/c2cccc3ccccc23)nc1	-3	1	-6	-1.0	0.1	3	-4	i	-3
CC(C)C1=C2CCCCC2NC(=O)N1 (stereo not drawn)	3	-5	14	-1.0	0.4	-7	-7	i	62*
CCc1ccc(CCC(=O)N2CCN(S(=O)(=O)c3sc(C(=O)O)c(C)c3C(=O)O)CC2)cc1	3	-2	-9	0.3	-0.8	-1	-9	i	-1
CCCCNC(=O)c1nc(C2CCN(S(=O)(=O)c3csc(C(=O)O)c3)CC2)oc1-c1ccccc1	1	-1	-5	-0.1	0.8	7	-1	i	13
CC1(Cc2ccc(Cl)c(Cl)c2)C(=O)Nc2ccc(S(=O)(=O)NC3CCCCC3)cc21 (stereo not drawn)	-4	3	1	1.3	0.5	1	40	i	2
CC1CC(C)CN(CCOCCSc2ccccc2)C1 (stereo not drawn)	2	-2	12	-0.6	-1.0	-3	3	i	5
COC(=O)C1=CN(c2ccc3c(c2)OCO3)C(N)=C(C#N)C1c1ccccc1 (stereo not drawn)	.	.	.	-0.5	0.6	4	.	i	.
Cn1cnnc1SCc1ccc(C(=O)N/N=C(\CCC(=O)O)c2ccc(C(C)(C)C)cc2)cc1	-2	-3	0	0.2	-0.5	0	-11	i	7
O=C(N/N=C/c1ccc(Br)o1)c1cccnc1	1	1	-5	1.0	-0.2	3	-11	i	-4
Cc1nn(C(=O)c2cccs2)c(C)c1CN1C(=O)c2ccccc2C1=O	1	-3	-2	-0.5	0.4	2	-2	i	5
CN1CCC(C)(C(=O)Nc2cccc(Oc3ccccc3)c2)C1 (stereo not drawn)	-6	0	-1	-0.3	-0.8	1	-6	i	-21
OC(CN1CCc2ccccc2C1)c1ccccc1 (stereo not drawn)	1	-2	3	0.0	1.2	8	-4	i	-6
Cc1ccccc1-c1nc2cc(Cl)ccc2o1	-2	-3	7	-0.3	-0.1	0	18	i	15

Part of the list above, bar-delimited:
Compound | Rin1-Abl PPI inh | bovine MsrA act | E coli Lon inh | TbMetRS inhib | MsrA inhibitor | CSN deneddyl inh | FAS-TE inh | Neddyl block | MLLE-PAM2 inh
O=C(N/N=C/c1ccc(Br)o1)c1cccnc1 | 1 | 1 | -5 | 1.0 | -0.2 | 3 | -11 | i | -4
CCc1ccc(C(=O)N/N=C/c2cccc3ccccc23)nc1 | -3 | 1 | -6 | -1.0 | 0.1 | 3 | -4 | i | -3
CN1CCC(C)(C(=O)Nc2cccc(Oc3ccccc3)c2)C1 (stereo not drawn) | -6 | 0 | -1 | -0.3 | -0.8 | 1 | -6 | i | -21
CC(C)C1=C2CCCCC2NC(=O)N1 (stereo not drawn) | 3 | -5 | 14 | -1.0 | 0.4 | -7 | -7 | i | 62*
OC(CN1CCc2ccccc2C1)c1ccccc1 (stereo not drawn) | 1 | -2 | 3 | 0.0 | 1.2 | 8 | -4 | i | -6
COC(=O)C1=CN(c2ccc3c(c2)OCO3)C(N)=C(C#N)C1c1ccccc1 (stereo not drawn) | . | . | . | -0.5 | 0.6 | 4 | . | i | .

One compound at a time (already shown). Order of screens: Rin1-Abl PPI inh	bovine MsrA act	E coli Lon inh	TbMetRS inhib	MsrA inhibitor	CSN deneddyl inh	FAS-TE inh	Neddyl block	MLLE-PAM2 inh
`COC(=O)C1=CN(c2ccc3c(c2)OCO3)C(N)=C(C#N)C1c1ccccc1` (stereo not drawn) is listed as .	.	.	-0.5	0.6	4	.	i	.
`CC1CC(C)CN(CCOCCSc2ccccc2)C1` (stereo not drawn) is listed as 2	-2	12	-0.6	-1.0	-3	3	i	5
`Cc1nn(C(=O)c2cccs2)c(C)c1CN1C(=O)c2ccccc2C1=O` is listed as 1	-3	-2	-0.5	0.4	2	-2	i	5

Later entries.
SMILES	Rin1-Abl PPI inh	bovine MsrA act	E coli Lon inh	TbMetRS inhib	MsrA inhibitor	CSN deneddyl inh	FAS-TE inh	Neddyl block	MLLE-PAM2 inh
Cc1ccc(C2=NN(C(=O)CCCC(=O)O)C(c3ccco3)C2)cc1 (stereo not drawn)	-2	-4	19*	0.7	1.7	-1	8	i	14
CC(=O)Nc1ccc(N2C(=O)C3C4CC(=O)C(c5ccccc54)C3C2=O)cc1 (stereo not drawn)	-2	-6	-2	-0.9	-0.4	-6	-10	i	24
CN1CCN(c2nnc(-c3ccccc3)c(-c3ccccc3)n2)CC1	1	0	-10	-0.8	-0.9	1	-5	i	-4
O=C(O)CCCNC(=O)/C=C/c1ccco1	1	-1	-18	-0.2	0.9	18	-4	i	11
COCC(C)NC(=O)CSc1nc2cc(S(=O)(=O)N3CCCCC3)ccc2o1 (stereo not drawn)	-3	-2	1	-0.3	0.3	-2	-7	i	6
COc1ccccc1N1CCN(Cc2cc(=O)c(OCC(=O)NC3CCCC3)co2)CC1	2	-4	-3	-0.7	-1.3	-4	-9	i	-3
COc1ccc(C(=O)O)cc1S(=O)(=O)Nc1ccccc1C(=O)NCc1ccc2c(c1)OCO2	6	-5	-2	-0.2	0.3	3	-8	i	-8
CC(NCc1ccc([N+](=O)[O-])cc1)C1COc2ccccc2O1 (stereo not drawn)	2	-2	0	-0.4	-0.6	-3	44	i	4
O=C(C1CCN(CC2CC=CCC2)CC1)N(CCc1ccccc1)Cc1ccccc1 (stereo not drawn)	5	-2	0	0.8	0.2	-8	0	i	2
CC(C)N1CCN(Cc2nc(-c3ccccc3)cs2)CC1CCO (stereo not drawn)	0	-8	-4	-0.5	-1.2	2	-4	i	0
CC(C)(C)c1ccc(C(=O)Nc2cnccn2)cc1	3	-5	6	-0.6	1.6	0	2	i	8
O=C(Nc1ccccc1Cl)c1cc(C2CCCCN2C(=O)CCCc2ccccc2)on1 (stereo not drawn)	2	-6	7	-0.3	-0.3	-1	20	i	-9
NC(=O)C1CCN(CC(=O)Nc2ccc(S(=O)(=O)N3CCOCC3)cc2)CC1	1	-4	10	-0.6	-0.4	3	-5	i	-4
Nc1nnc(SCC(=O)NC2CCCCCC2)s1	4	-9	-8	-0.6	-0.4	8	-3	i	2
O=C1/C(=C/c2cccc(F)c2)Oc2cc(O)ccc21	0	-4	-46	0.3	3.3	-3	-3	.	-5
Cc1ccc(Cn2nc(C)c(NC(=O)c3noc4c3CCCCC4)c2C)cc1	-1	1	-3	0.1	-1.2	-10	-3	i	1
COCCCNC(=S)N(CCCO)Cc1cc2cc3c(cc2[nH]c1=O)OCO3	3	-2	0	1.2	1.7	-1	0	+	-20
O=C(CSc1nc(C2CC2)nc2sc3c(c12)CCCC3)NCc1ccco1	0	-6	-6	-0.8	1.4	3	-1	i	-2
CC(=O)c1ccc(OCCCC(=O)Nc2cccc(S(=O)(=O)N3CCCCC3)c2)cc1	7	-8	3	0.3	1.0	2	15	i	-23
CCN(CC)S(=O)(=O)c1cccc(N=NC2=C(O)CCCC2=O)c1	-3	-3	9	-0.3	2.5	-2	-13	i	7
O=C(CNS(=O)(=O)c1ccccc1)NNC(=O)C(Cl)Cl	1	-2	2	0.2	2.2	0	4	i	0
CC(C)(C)n1nc2c(c1NC(=O)c1ccccc1F)CS(=O)C2 (stereo not drawn)	-1	0	-5	0.1	0.1	6	-3	i	11
Cc1cc(C)n(CCNC(=O)C2CCC(=O)N(CC3CCCCC3)C2)n1 (stereo not drawn)	3	-1	1	-0.1	1.1	1	-7	i	4
CC(Sc1n[nH]c(=O)n1Cc1ccccc1)C(=O)NCC1CCCO1 (stereo not drawn)	0	-6	4	-0.4	-0.3	-3	-6	i	20
COc1ccc(Cl)cc1NC(=O)CN1CCN(S(=O)(=O)N2CCOCC2)CC1	1	-3	6	-0.2	1.5	-2	-1	i	3
CC1(C)CC(=O)C=C(Nc2ccc(O)c(C(=O)O)c2)C1	1	-8	4	-0.5	0.7	-9	-6	i	1
CCOc1ccc(-n2ccnc2SCC(=O)N2CCCc3ccccc32)cc1	0	-2	-4	0.0	0.7	-19	-9	i	-9
COC(=O)CCCC(=O)NC(C)c1cnn(-c2ccccc2C)c1C (stereo not drawn)	0	-7	-3	-1.6	0.3	-8	-6	i	-5
Cc1cccc(C(=O)Oc2cccc3c(O)cccc23)c1	-1	-2	2	-0.1	-1.1	3	12	i	2
COc1ccc(N2CCCC2=N)c(OC)c1	0	2	2	2.0	1.2	2	-3	i	-3
Nc1nc2c(ncn2COCCO)c(=O)[nH]1	-2	-2	-1	-0.1	0.7	-5	-2	i	4
CCCOc1nc2c(c(=O)n(C)c(=O)n2C)n1C	0	-1	-9	0.0	-1.1	2	-2	i	6
CCN1CCN(C(=O)c2c(-c3c(F)cccc3Cl)noc2C)CC1	0	-1	10	0.3	0.6	4	-4	i	-1
COCCNS(=O)(=O)c1ccc(-c2ccc(Cl)cc2)cc1	2	-8	-3	-1.2	1.5	2	-12	i	11
Cc1cccn2cc(CCNS(=O)(=O)c3ccc([N+](=O)[O-])cc3)nc12	-1	-3	-7	-0.7	-0.3	-4	-1	i	-6
CC1(C2CC2)NC(=O)N(CC(=O)N2CCN(c3cccc(C(F)(F)F)c3)CC2)C1=O (stereo not drawn)	8.6*	-4	2	-0.4	1.6	2	1	i	-11
Cc1cccc(C(=O)NNC2=C(C(=O)C(F)(F)F)CCC2)c1O	0	-1	-9	-1.1	0.4	-5	18	i	2
COc1ccc(N/C=C(\C=C\C#N)S(=O)(=O)c2ccccc2)cc1	1	-4	0	-0.4	2.3	0	-4	.	-7
Cc1c(N)cccc1[N+](=O)[O-]	0	-5	-4	-0.8	0.6	0	-6	i	8
CC1CC(c2ccccc2)=Nc2ccccc2N1 (stereo not drawn)	1	-4	-14	1.5	-1.2	0	-3	i	13
Brc1c(CSc2nc3ccccc3o2)nc2ncccn12	-10	-5	-4	-0.6	1.8	3	9	.	0
Cc1nc2c(n1C1CCCCC1)C(=O)c1ccccc1C2=O	-8	0	7	-0.1	0.7	-1	5	i	3
Cc1ccc(C(=O)N(Cc2nc3ccccc3c(=O)[nH]2)C2CCCC2)cc1	2	-4	3	-0.2	1.2	-16	2	i	8
CCN1C(=O)c2cccc3c(S(=O)(=O)NCc4ccco4)ccc1c23	-6	-2	6	-0.1	0.9	4	0	+	25
COc1ccc(C=NNC(=O)CCCCC(=O)NN=Cc2ccc(OC)cc2)cc1	0	-2	-6	-0.2	0.9	-1	-6	i	0
C/C(=N\OC(=O)Nc1ccccc1)c1ccc(C)cc1	6.4*	-1	-1	-0.6	-1.0	4	18	i	-2

Assay outcomes deposited in PubChem by several laboratories.
